# Screens (PubChem BioAssay)
# Cav3 T inh – inhibitors of human Cav3.2 T-type calcium channel | actives 4% (n = 100,000) | B-score at 10 µM | O95180 | Cav3.2-expressing cells, Fluo-4 calcium fluorescence FDSS; hits give low values;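 active means single-dose well whose peak fluorescence ratio is a statistical outlier from its plate by either plate-standardised score or position-corrected B-score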
# * marks the source's active call; other numbers are inactive results; ! = not active in a repeat. An excerpt (hit frequency here may not be typical).
Molecule,Cav3 T inh
c1ccc(CC2=NCCN2)cc1,0.44
O=S(=O)(c1cccc2cnccc12)N1CCCNCC1,0.32
Cc1nc2ccccn2c(=O)c1CCN1CCC(C(=O)c2ccc(F)cc2)CC1,0.53
NC(=O)c1cccc(-c2cc(Nc3ccc(OC(F)(F)F)cc3)ncn2)c1,-0.0014
C1CCC(C(CC2CCCCN2)C2CCCCC2)CC1 (centres undefined),-1.7
COc1cc2c(c(OC)c1OC)-c1c(cc3c(c1OC)OCO3)[C@@H](OC(C)=O)[C@H](C)[C@H](C)C2,-2.1
O=C(NCCc1c[nH]c2ccccc12)c1cccnc1,0.59
CCCn1cnc2c1c(=O)n(CCCCC(C)=O)c(=O)n2C,-0.019

# Exported with each value named: entries from further up
Molecule: Cc1nc2ccccn2c(=O)c1CCN1CCC(C(=O)c2ccc(F)cc2)CC1
  Cav3 T inh: 0.53

Molecule: NC(=O)c1cccc(-c2cc(Nc3ccc(OC(F)(F)F)cc3)ncn2)c1
  Cav3 T inh: -0.0014

Molecule: C1CCC(C(CC2CCCCN2)C2CCCCC2)CC1 (centres undefined)
  Cav3 T inh: -1.7

Molecule: COc1cc2c(c(OC)c1OC)-c1c(cc3c(c1OC)OCO3)[C@@H](OC(C)=O)[C@H](C)[C@H](C)C2
  Cav3 T inh: -2.1

# Next section:
Molecule,Cav3 T inh
CC[N+](C)(CC)CCOC(=O)C(O)(c1ccccc1)C1CCCCC1 (centres undefined),-0.071
C[C@]12CCC(=O)C=C1CC[C@@H]1[C@@H]2CC[C@@]2(C)[C@H]1CC[C@]2(O)C(=O)CO,0.0012
COc1ccccc1N1CCN(CCCNc2cc(=O)n(C)c(=O)n2C)CC1,0.0084
c1ccc(CN(CC2=NCCN2)c2ccccc2)cc1,-2.8*!
CC(COc1ccccc1)NC(C)C(O)c1ccc(O)cc1 (centres undefined),-0.74
CCN(CC)CCOC(=O)C1(c2ccccc2)CCCC1,0.36
CN(C)CCOC(C)(c1ccccc1)c1ccccn1 (centres undefined),-0.15
CC(=O)NC(Cc1ccccc1)C(=O)O (centres undefined),0.081

# Next section:
Molecule,Cav3 T inh
C=C[C@@H]1CN2CCC1C[C@@H]2[C@@H](O)c1ccnc2ccc(OC)cc12 (some centres undefined),-0.45
C/C=C(/C)C(=O)O[C@@H]1c2c(ccc3ccc(=O)oc23)OC(C)(C)[C@@H]1OC(=O)/C(C)=C\C,0.12
CCN(CC)CCNC(=O)c1cc(Cl)c(N)cc1OC,0.7
CC12CCC(CC1)C(C)(C)O2,0.45
O=C(CCN1CCC(c2ccccc2)C1)c1ccc2c(c1)OCCO2 (centres undefined),-0.19
CC1COc2c(N3CCN(C)CC3)c(F)cc3c(=O)c(C(=O)O)cn1c23 (centres undefined),-2.1
Cc1cc(Nc2cc(N3CCN(C)CC3)nc(Sc3ccc(NC(=O)C4CC4)cc3)n2)n[nH]1,-0.084
CN1CCN(CCC(=O)N2c3ccccc3Sc3ccc(C(F)(F)F)cc32)CC1,0.12

# Filtered by structure, the entries above containing a COOH group
Molecule,Cav3 T inh
CC(=O)NC(Cc1ccccc1)C(=O)O (centres undefined),0.081
CC1COc2c(N3CCN(C)CC3)c(F)cc3c(=O)c(C(=O)O)cn1c23 (centres undefined),-2.1

# Taken from above.
# Result for CCN(CC)CCNC(=O)c1cc(Cl)c(N)cc1OC in Cav3 T inh: 0.7
# Result for O=C(CCN1CCC(c2ccccc2)C1)c1ccc2c(c1)OCCO2 (centres undefined) in Cav3 T inh: -0.19
# Result for CC1COc2c(N3CCN(C)CC3)c(F)cc3c(=O)c(C(=O)O)cn1c23 (centres undefined) in Cav3 T inh: -2.1
# Result for CC12CCC(CC1)C(C)(C)O2 in Cav3 T inh: 0.45
